HT1080 IDH1KD tx – toxicity to HT-1080 IDH1 knockdown cells (counter line); HT-1080 IDH1 knockdown viability, ATP luminescence, 48 h; actives 2% (n = 360,000); Potency, µM (titrated, usually from 46.1 µM), inactives show at the highest dose activity, negative = toxicity, most hits filed as cytotoxic;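 note: potency is the fitted concentration of half-maximal effect; 0% = DMSO wells and -100% = cell-free medium wells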
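IDH1KD HT-1080 cells, 750/well, RPMI + 5% FBS; compound pinned after 2 h settling; 48 h, 37 °C; CellTiter-Glo luminescence; % activity normalised to DMSO and no-cell wells; curves fitted, classed by r2 and efficacy.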
GLP-1R agonist – agonists of human GLP-1 receptor | actives 0.007% (n = 380,000) | Potency, µM (doses to about 45.6 µM), for inactives: at the highest dose activation, most hits filed as activators | HEK293 GLP-1R CRE-luciferase, luminescence, 4-6 h; cells express a hypersensitive GLP-1R form | P43220; note: potency is the fitted concentration of half-maximal effect; % of control where 0% means no effect
Target sequence (P43220 whole entry, looked up): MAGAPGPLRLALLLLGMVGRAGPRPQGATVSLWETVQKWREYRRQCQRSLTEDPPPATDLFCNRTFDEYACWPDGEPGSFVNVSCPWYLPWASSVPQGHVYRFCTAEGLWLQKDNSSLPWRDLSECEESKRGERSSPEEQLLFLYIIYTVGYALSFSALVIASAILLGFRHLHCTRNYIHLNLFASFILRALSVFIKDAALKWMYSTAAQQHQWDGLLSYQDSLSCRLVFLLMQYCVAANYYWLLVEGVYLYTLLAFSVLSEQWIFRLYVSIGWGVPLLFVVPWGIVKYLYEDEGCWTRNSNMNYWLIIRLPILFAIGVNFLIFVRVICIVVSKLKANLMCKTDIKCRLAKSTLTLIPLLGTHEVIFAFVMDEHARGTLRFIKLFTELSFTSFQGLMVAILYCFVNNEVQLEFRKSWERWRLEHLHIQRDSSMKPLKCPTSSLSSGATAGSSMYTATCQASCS
HT1080-NT tox – kills 2HG-producing HT-1080-NT fibrosarcoma cells. HT-1080-NT fibrosarcoma viability, CellTiter-Glo ATP luminescence, 48 h. Potency, µM (titrated, usually from 46.1 µM), inactives show at the highest dose activity, negative = less viability, hits mostly cytotoxic. actives 1.6% (n = 360,000);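 note: NT is the 2HG producing partner of a matched IDH1 knockdown line; potency is the fitted concentration of half-maximal effect; 0% = DMSO-treated cells and -100% = media-only wells without cells; nearly all actives have a fitted effect of over 55% in size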
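HT-1080-NT; 750 cells/well; 5% FBS RPMI; 48 h compound, 37 degrees C; CellTiter-Glo luminescence; curve fitting and curve-class assignment.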
IL-1B inflam inh – inhibitors of inflammasome signaling (IL-1 beta secretion) | AID 743279 | THP-1 LPS/ATP IL-1B secretion, AlphaLISA, 16 h; hits give low values | actives 4.7% (n = 360,000) | activity change, % at 57.5 µM; in the data active = activity change below about -50%; inconclusive = mostly about -30% to -49%; note: % is set by controls: 0 for no effect and ±100 for the full control effect
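THP-1 cells pretreated 1 hr with compounds (up to 57.5 uM final), then stimulated with LPS (250 ng/mL final) plus ATP (1.25 mM final); secreted IL-1B measured by AlphaLISA after 16 hr, decreased signal indicating inhibition.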
D3 ag – activates the human D3 dopamine receptor. AID 652048. P35462. max activation, %. D3R DiscoveRx beta-arrestin cells, luminescence, 90 min. actives 0.58% (n = 410,000); in the data active = max activation above about 30%; note: 0% is about no effect; mostly tested at two doses, the higher about 12 µM
Target sequence (P35462 whole entry, looked up): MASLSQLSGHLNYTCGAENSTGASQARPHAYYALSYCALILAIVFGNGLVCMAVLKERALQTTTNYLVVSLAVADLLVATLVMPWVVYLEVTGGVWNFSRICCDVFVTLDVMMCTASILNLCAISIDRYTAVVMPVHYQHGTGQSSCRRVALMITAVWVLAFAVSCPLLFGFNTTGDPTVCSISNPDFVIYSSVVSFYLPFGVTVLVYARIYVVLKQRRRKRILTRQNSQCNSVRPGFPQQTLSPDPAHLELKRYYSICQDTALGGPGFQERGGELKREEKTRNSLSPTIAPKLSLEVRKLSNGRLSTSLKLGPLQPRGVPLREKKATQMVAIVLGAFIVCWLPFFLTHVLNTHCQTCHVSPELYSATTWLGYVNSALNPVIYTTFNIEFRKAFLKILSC
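Agonist mode: compounds and dopamine controls were applied to plated cells for 90 min at 37 degrees C after an overnight attachment at 1500 cells/well. Luminescent read-out followed 30 - 60 minutes at room temperature with DiscoveRx detection reagent.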
DRD3 antagonist – D3 dopamine receptor (human) antagonism; P35462; D3R cells, DiscoveRx beta-arrestin luminescence, antagonist mode; hits give low values; max response, negative = inhibition, %; actives 2.5% (n = 360,000); in the data active = max response below about -50%; inconclusive = no clear call, values can overlap the other calls; note: % is set by controls: 0 for no effect and ±100 for the full control effect; mostly tested at two doses, the higher about 12 µM
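Cells plated overnight at 1500 cells/well, then exposed to library compounds with dopamine controls for 90 minutes at 37 degrees C. DiscoveRx reagent added for 30–60 minutes at room temperature; luminescence read, quantitative HTS format.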
SW480 rereplic – inducers of DNA re-replication in SW480 colon cancer cells | SW480 DNA re-replication, Hoechst DNA content imaging, 48 h | Potency, µM (series often up to 46.1 µM), for inactives: at the highest dose re-replication activation, actives largely listed as activators | actives 1.8% (n = 340,000) | AID 624297; note: potency is the fitted concentration of half-maximal effect; % of control where 0% means no effect; nearly all actives have a fitted effect of over 55% in size
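DNA re-replication was detected as more nuclei of elevated Hoechst intensity after 48 hr exposure to compound (23 nL pinned per well of 250 cells).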
KB-V1 cytotox – kills drug-selected multidrug resistant KB-V1 cells; actives 3.4% (n = 400,000); KB-V1 MDR cells viability, CellTiter-Glo, 72 h; Potency, µM (highest dose often 46.1 µM), for the others: at the highest dose activity change, negative = cytotoxicity, most hits filed as cytotoxic; AID 1347076; note: potency is the fitted concentration of half-maximal effect; % is set by controls: 0 for no effect and ±100 for the full control effect; nearly all actives have a fitted effect of over 60% in size
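Drug-selected KB-V1 cells, grown in DMEM lacking phenol red with 10% FBS, receive compound titrations; after three days at 37 degrees C, surviving cell ATP is quantified by CellTiter-Glo luminescence and responses normalized and curve-fitted.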
KB-3-1 cytotox – kills parental KB-3-1 adenocarcinoma cells | KB-3-1 viability, CellTiter-Glo ATP luminescence, 72 h | Potency, µM (highest dose often 46.1 µM), without a hit: at the highest dose activity change, negative = cytotoxic, actives largely listed as cytotoxic | actives 1.4% (n = 400,000) | AID 1347075; note: potency is the fitted concentration of half-maximal effect; % is set by controls: 0 for no effect and ±100 for the full control effect; nearly all actives have a fitted effect of over 60% in size
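Screening of KB-3-1 cells (DMEM, 10% FBS, phenol-red free) ran from lowest to highest compound concentration; after 72 h at 37 °C viability was read luminescently and curves fitted.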
The depositor's hits bear a star; u = inconclusive; x = not tested or not shown; [ ] = another dose, or the depositor's remark. Unless noted, calls come from the whole dose curve; as a rule, active = well fitted curve in the direction sought with a large enough effect; inconclusive = small, poorly fitted or top-dose-only effect, or another doubt; inactive = no such curve, though single readings can be large; an effect the other way counts as inactive or inconclusive.

SMILES | HT1080 IDH1KD tx | GLP-1R agonist | HT1080-NT tox | IL-1B inflam inh | D3 ag | DRD3 antagonist | SW480 rereplic | KB-V1 cytotox | KB-3-1 cytotox
COc1ccc(NC(=O)C(c2cc3c(cc2[N+](=O)[O-])OCO3)N(C)C)cc1 (stereo not given) | 6.0% | 14.4% | 3.4% | 5.8 | 7.5 | 24.2 | -5.0% | 3.5% | 21.1%
Cc1ccc(C(=O)N2CCCCC2C(=O)O)cc1S(=O)(=O)N1CCCCC1 (stereo not given) | 0.5% | 4.8% | -0.7% | 5.0 | -5.7 | 8.5 | -4.8% | 22.6% | u
CC(=O)N(NC(=O)c1ccc(C)cc1)C1CC(=O)N(c2ccccc2Cl)C1=O (stereo not given) | 0.8% | 1.3% | 2.4% | -0.4 | -1.3 | 9.2 | -0.7% | -7.1% | 0.9%
CN(C)S(=O)(=O)N1CCC(c2ccc(F)cc2)C(COc2ccc3c(c2)OCO3)C1 (stereo not given) | -4.9% | -1.2% | -2.0% | -26.7 | -4.9 | -4.6 | 18.4% | -9.8% | 4.2%
COc1ccc(/C=C2\SC(=O)N(CCNC(=O)CN3C(=O)NC4(CCCC4)C3=O)C2=O)cc1 | 8.7% | -1.5% | 5.8% | -22.8 | -2.4 | -26.7 | 20.0% | 0.0% | 11.8%
COc1ccc(-c2cc(C(F)(F)F)nc(SCC(=O)NC(C)c3ccccc3)n2)cc1 (stereo not given) | x | 0.8% | x | x | -9.5 | x | x | -11.3% | -2.8%
CCN(C(=O)COC(=O)c1cccc(C)c1[N+](=O)[O-])c1c(N)n(Cc2ccccc2)c(=O)[nH]c1=O | 8.1% | -11.9% | 3.2% | -2.1 | 5.1 | -3.7 | -2.4% | -0.9% | 26.2%
O=C(Nc1ccc(S(=O)(=O)Nc2ncccn2)cc1)c1cccc(S(=O)(=O)N2CCCC2)c1 | 0.3% | 1.9% | 23.4% | -1.3 | -10.6 | -16.9 | -4.9% | 1.8% | 12.1%
CC(C)c1ccc(NC(=O)N2CCC(c3nc4ccccc4o3)CC2)cc1 | 4.8% | 0.6% | -12.6% | -15.8 | -7.9 | -9.6 | -11.3% | -13.6% | 19.3%
COc1ccc(/C=C2\N=C(C)N(c3ccc4ccccc4c3)C2=O)cc1OC | -6.2% | 9.4% | -9.0% | 6.4 | -2.0 | -5.0 | u | 4.9% | -3.0%
CC1(C(=O)NS(=O)(=O)c2ccc(Cl)s2)CCN1C(=O)C1(c2ccc(Cl)cc2)CCC1 (stereo not given) | -17.4% | -6.5% | u | -16.5 | 1.3 | 21.4 | x | 2.5% | -0.1%
c1ccc(SCc2nc3ccccc3s2)nc1 | 0.2% | 10.0% | -2.8% | -8.3 | -3.6 | -10.9 | -11.3% | u | 4.8%

Copied from the results shown (two entries):
SMILES | HT1080 IDH1KD tx | GLP-1R agonist | HT1080-NT tox | IL-1B inflam inh | D3 ag | DRD3 antagonist | SW480 rereplic | KB-V1 cytotox | KB-3-1 cytotox
CCN(C(=O)COC(=O)c1cccc(C)c1[N+](=O)[O-])c1c(N)n(Cc2ccccc2)c(=O)[nH]c1=O | 8.1% | -11.9% | 3.2% | -2.1 | 5.1 | -3.7 | -2.4% | -0.9% | 26.2%
O=C(Nc1ccc(S(=O)(=O)Nc2ncccn2)cc1)c1cccc(S(=O)(=O)N2CCCC2)c1 | 0.3% | 1.9% | 23.4% | -1.3 | -10.6 | -16.9 | -4.9% | 1.8% | 12.1%

(cont.)
SMILES | HT1080 IDH1KD tx | GLP-1R agonist | HT1080-NT tox | IL-1B inflam inh | D3 ag | DRD3 antagonist | SW480 rereplic | KB-V1 cytotox | KB-3-1 cytotox
O=C(NCc1ccccc1)c1ccc(Cl)nc1 | 20.0% | -0.3% | 17.4% | -11.4 | -2.0 | 15.5 | -3.1% | 0.0% | 8.7%
COc1cc(C(=O)NC(=S)Nc2ccccc2N2CCCC2)cc(OC)c1OC | u | -2.7% | u | -9.2 | 1.5 | 10.3 | u | -12.4% | -16.9%
CCOC(=O)C(NCc1ccccc1OC)(NC(=O)CC)C(F)(F)F (stereo not given) | 3.8% | 1.3% | 18.3% | -19.8 | 1.2 | -23.0 | u | 19.9% | 0.0%
CCOC(=O)N1CCN(C(=O)COC(=O)CSc2cc(C)c(Br)cc2C)CC1 | 7.7% | 1.0% | 11.8% | 27.9 | -6.4 | 10.6 | 10.2% | 0.0% | 3.6%
CCc1ccc2c(c1)c(N=NC1=NC(=O)CS1)c(O)n2C | 6.1% | 0.5% | 1.9% | -13.0 | -14.4 | -22.1 | -16.2% | 14.4% | 4.4%
O=C(NNC1CC(=O)N(c2ccccc2)C1=O)c1ccccc1Cl (stereo not given) | 6.5% | 0.8% | 0.1% | -7.0 | 1.2 | 2.7 | -10.2% | 0.0% | 0.0%
COc1cccc(-c2cccc(NC(=O)C3CCN(C4CCOCC4)CC3)c2)c1 | -1.7% | -2.5% | 0.5% | -11.7 | -14.8 | -20.3 | -39.9%[inhibitor] | 1.7% | -14.1%
CN(CCc1cn[nH]c1)C(=O)CC1C(=O)NCCN1Cc1cccc(Oc2ccccc2)c1 (stereo not given) | 1.4% | 7.3% | -3.3% | 14.9 | -3.3 | -19.9 | -0.1% | 7.2% | -13.6%
COc1ccc(C(=O)Nc2cccc([N+](=O)[O-])c2)cc1Br | -29.2% | 0.2% | u | 16.2 | -1.9 | -4.9 | -8.1% | 14.4% | -3.3%
C#CCOc1ccccc1CNc1ccccc1 | -0.9% | 19.6% | -1.5% | 0.0 | 2.9 | -3.0 | u | -13.8% | 0.2%
COC(=O)C1CSC(C(=O)OC)N1C(=O)CN1CCN(c2ccc(OC)cc2)CC1 (stereo not given) | 0.6% | -2.9% | -1.8% | 11.6 | 1.7 | 1.5 | -0.8% | 6.1% | -1.2%
CCCCn1c(CNC(=O)C23CC4CC(CC(C4)C2)C3)nnc1SCC(=O)Nc1ccccc1 | x | 0.0% | x | x | 2.7 | x | x | 6.5% | -14.8%
CCN(CC(=O)Nc1ccc(OC(F)F)cc1)C1CCCCC1 | 0.8% | 4.7% | -14.7% | -19.0 | -4.4 | -9.6 | -8.0% | -32.1% | 2.7%
COc1ccc(C=O)cc1CSc1ccccn1 | 0.5% | 3.3% | -29.3% | 14.9 | 3.4 | 9.5 | -4.6%[9.22 µM] | 0.0% | 0.0%
O=C1CCC(C(=O)N2CCCC(C(=O)c3ccc4ccccc4c3)C2)=NN1 (stereo not given) | -2.3% | 4.1% | 14.6% | 3.7 | 6.4 | 15.1 | -0.3% | x | x
Cc1cccc(S(=O)(=O)NC(=O)C2(C)CCN2C(=O)c2ccccc2)c1 (stereo not given) | 12.1% | -6.1% | 22.2% | 5.4 | 4.3 | 16.0 | x | 0.5% | 0.0%
O=C(C(c1ccccc1)c1ccccc1)N1CCN(CC(O)COc2ccccc2)CC1 (stereo not given) | -12.1% | 1.5% | -17.9% | u | -3.0 | -23.3 | 0.3% | -23.9% | -17.7%
Cc1cc(C(=O)NCc2cc(C(=O)O)co2)co1 | 1.5% | 0.0% | -1.2% | 8.6 | -1.1 | 8.3 | -47.1%[inhibitor] | 20.5% | -0.2%
CCOc1ccc(S(=O)(=O)NC2=NCCCCC2)cc1 | -0.4% | -6.9% | 5.7% | 11.7 | 1.9 | 17.2 | -7.0% | -9.9% | -1.1%
CCOCCCn1c(=N)c(C(=O)NCc2cccnc2)cc2c(=O)n3ccccc3nc21 | x | 1.7% | x | x | 3.7 | x | x | 0.0% | -1.9%
CC1CCCC(C)N1C(=O)COC(=O)/C=C/c1ccco1 (stereo not given) | 5.5% | 1.2% | -2.0% | 7.7 | -0.8 | 4.4 | -15.2% | -0.6% | 6.5%
CC(=O)NC(Cc1ccccc1)c1ccc2c(c1)OCCCO2 (stereo not given) | 18.4% | 1.6% | 7.5% | -18.2 | -4.9 | -17.7 | -7.8% | u | -5.4%
CCCCCCN[C@H]1CCC2C3CC=C4C[C@@H](O)CC[C@]4(C)C3CC[C@@]21C (stereo not given in full) | u | 4.3% | -11.4% | -2.0 | -18.5 | -23.6 | 8.2µM* | u | u
CCNC(=O)NC(=O)C(C)Oc1ccc(Br)cc1Br (stereo not given) | 0.0% | 22.8% | -19.2% | 23.0 | 2.3 | 8.2 | 1.1% | u | -0.7%
CC1=C(C(=O)Nc2ccccc2)C(c2ccco2)NC(=O)N1 (stereo not given) | -0.6% | -7.6% | 1.2% | 13.3 | 2.7 | 6.0 | 7.6% | 0.3% | 0.4%
CCOc1cccc(C(=O)Nc2ccc(S(=O)(=O)Nc3cc(C)on3)cc2)c1 | 10.3% | 2.2% | 13.3% | 5.2 | 4.7 | 0.2 | -7.1% | 0.8% | -6.3%
Cc1onc(-c2ccccc2Cl)c1C(=O)N1CCC(C(N)=O)CC1 | 11.4% | 7.3% | 2.0% | 15.4 | -7.8 | -10.6 | 4.3% | -15.2% | 1.3%
Cc1cc(NC(=O)Cn2nnc3sc4c(c3c2=O)CCC(C(C)(C)C)C4)no1 (stereo not given) | u | 20.2% | u | -27.0 | 15.3 | -9.6 | 6.5% | 0.0% | u
CN(C)c1ccc(NC(=O)Cc2ccccc2)c2ccccc12 | 1.9% | 16.2% | 12.5% | -25.8 | -3.1 | -12.4 | -7.1% | u | -0.5%
CC(C)(C)SC(=O)CC1NS(=O)(=O)OC2CCCCC12 (stereo not given) | 5.5% | 8.2% | u | 4.0 | 11.8 | -8.5 | 2.6% | 12.2% | 0.5%

By substructure, the entries above with a COOH group.
SMILES | HT1080 IDH1KD tx | GLP-1R agonist | HT1080-NT tox | IL-1B inflam inh | D3 ag | DRD3 antagonist | SW480 rereplic | KB-V1 cytotox | KB-3-1 cytotox
Cc1ccc(C(=O)N2CCCCC2C(=O)O)cc1S(=O)(=O)N1CCCCC1 (stereo not given) | 0.5% | 4.8% | -0.7% | 5.0 | -5.7 | 8.5 | -4.8% | 22.6% | u
Cc1cc(C(=O)NCc2cc(C(=O)O)co2)co1 | 1.5% | 0.0% | -1.2% | 8.6 | -1.1 | 8.3 | -47.1%[inhibitor] | 20.5% | -0.2%

High-throughput results: PubChem, National Center for Advancing Translational Sciences (NCATS)
